hcGAS inh – human cGAS inhibition; Q8N884; recombinant h-cGAS, ATP depletion, Kinase-Glo luminescence; inhibition, % at 12.5 µM; 0.081% of 290,000 active;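 further: 0% = vehicle reaction and 100% = reaction without DNA for no activity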
Target sequence (Q8N884 whole entry, looked up): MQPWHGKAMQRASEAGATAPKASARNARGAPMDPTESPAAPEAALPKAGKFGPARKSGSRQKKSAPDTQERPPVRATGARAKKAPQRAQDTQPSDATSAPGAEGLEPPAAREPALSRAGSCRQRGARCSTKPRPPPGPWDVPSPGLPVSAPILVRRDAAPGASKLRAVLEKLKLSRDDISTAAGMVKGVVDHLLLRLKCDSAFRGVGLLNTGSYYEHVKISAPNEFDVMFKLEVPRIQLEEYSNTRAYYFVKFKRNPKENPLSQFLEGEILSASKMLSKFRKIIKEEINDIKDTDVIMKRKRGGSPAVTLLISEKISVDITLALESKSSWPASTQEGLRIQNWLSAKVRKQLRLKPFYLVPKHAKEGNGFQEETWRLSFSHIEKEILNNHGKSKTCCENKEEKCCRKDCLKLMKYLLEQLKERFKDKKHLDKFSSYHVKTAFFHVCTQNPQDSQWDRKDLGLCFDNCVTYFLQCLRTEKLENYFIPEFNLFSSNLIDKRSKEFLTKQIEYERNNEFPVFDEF
mcGAS lum – inhibitors of mouse cGAS | Q8C6L5 | recombinant cGAS, Kinase-Glo ATP depletion luminescence | inhibition, % at 12.5 µM | 0.15% of 160,000 active | AID 1259399;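 further: 0% = negative control wells and 100% = reference inhibitor with no enzyme activity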
NPYLR7 ag – activates Aedes aegypti NPYLR7 receptor. HEK293T NPYLR7/Galpha15, GCaMP6s calcium fluorescence. activation, % at 10 µM. 0.15% of 270,000 active. AID 1259423; in the data active means activation above about 40%;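 further: 0% = vehicle and 100% = reference agonist at the receptor; some compounds past the cut are filed as inactive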
* = called active by the depositor; / = not tested or not shown; & = joins results of further samples. Unless noted, no stated cut-off is given here; in the data, active means inhibition above about 40%; inactive means the rest.

SMILES	hcGAS inh	mcGAS lum	NPYLR7 ag
Cc1nc(N)nc2c1CCCC2	-5	/	-1
COc1ccccc1Oc1ccc(NC(=O)C2CCC(=O)NC2)cc1F (stereo not given)	-11	/	12
c1nc(N2CCC3(CCCO3)CC2)c2ccsc2n1	-5	/	8
Cc1ccc(-c2c(C)oc(C)c2C(=O)Nc2ccc(C(C)C)cc2)cc1	-11	-3	-4
CN(CC1CC1)C(=O)/C=C/c1ccc(-c2ccccc2F)s1	-11	-19	-5
Brc1csc(-c2noc(C3CC4CCC3O4)n2)c1 (stereo not given)	-3	/	1
NCC1Cc2cc(-c3ccc4sc(N)nc4c3)cc(Cl)c2O1 (stereo not given)	-4	-10	2
Cc1noc(C)c1S(=O)(=O)Nc1cccc(S(=O)(=O)NC2=NCCC2)c1	-7	/	3
CCCCN1CCC(NC(=O)N2CC3CC=CCC3C2)CC1 (stereo not given)	-12	-9	-6
Cc1c(CN2CCN(CCC(C)C)C(CCO)C2)c(=O)n(-c2ccccc2)n1C (stereo not given)	-7	/	10
NC(=O)C1=COC2=NC(=O)N(Cc3ccccc3C(F)(F)F)CCN12	-9	/	0
CCOC(=O)C(c1cc(C)cc(C)c1)C1C=CC(NC(=O)c2cccc(SC(F)F)c2)C1 (stereo not given)	-4	-4	2
COCC(C)NCCSc1ncn[nH]1 (stereo not given)	1	-1	0
COc1ccc(S(=O)(=O)NCC2CCCN(C(=O)C3CCOCC3)C2)cc1 (stereo not given)	-2	-4	-1
COc1ccc(Cl)cc1NC(=O)CN(C)C(=O)c1ccc2ccccc2n1	-12	/	8
Cc1cccc(CSc2ncc(CO)n2CC(=O)NC2CCCC2)c1	-2	/	8
c1ccc(C2CCc3ccccc3O2)cc1 (stereo not given)	3	/	8
Cc1nn(C)c(C)c1Cc1nc(N(C)C)no1	-12	/	8
COc1ccc2cc(C3CN(c4ccc(C(=O)N(C)C)cn4)CCO3)ccc2c1 (stereo not given)	-9	/	4
O=C(c1nccn2ccnc12)N1CCC(Oc2ccccc2)C1 (stereo not given)	-10	/	0
Cc1ccc(C2(O)CCN(Cc3cccc(-n4cccn4)c3)CC2)nc1	-7	-19	-2
CC(=O)Nc1ccc(SCCC(=O)Nc2cc(C)on2)cc1	-9	/	1
Cc1[nH]c2ccccc2c1Cc1n[nH]c(=S)o1	-12	/	-1
CCCc1cc(N2CCN(C3CCCCC3)CC2)n2cnnc2n1	13	3	/
CCN1CCN(C(C)CNc2ccc3ccc(F)cc3n2)CC1 (stereo not given)	-15	-6	6
O=c1ccc(-c2cccnc2)n[nH]1	-8	/	-3
O=C(COc1cccc(Br)c1)Nc1nnc(-c2cccnc2)s1	-12	/	1
CC(=O)N1N=C(c2ccco2)CC1c1ccc(Cl)o1 (stereo not given)	2	0	-2
Cc1ccc(-c2nn(CCc3ccccc3)c(=O)c3nc(C)sc23)cc1	5	-7	7
COc1cc(C=C2N=C(c3ccc4c(c3)OCO4)OC2=O)cc2c1OCCO2	-4	/	97*
CN1CCCn2nc(C(=O)N3CCCC3c3nc(-c4ccccc4)no3)cc2C1 (stereo not given)	-1	/	3
COc1cc(OC)c(Br)c(-n2c(C(C)N(C)C(=O)c3ccccc3Cl)nc3ccccc3c2=O)c1 (stereo not given)	-10	-6	0
C=CCn1c(O)c(N=Nc2ccccc2[N+](=O)[O-])c2ccccc21	-6	-6	-1
O=S(=O)(Nc1cccnc1)c1ccc(I)cc1	-4	/	1
CCc1cc(=O)[nH]c(-n2nc(C)cc2NC(=O)c2ccc(Br)o2)n1	-4	-5	8
CC(c1cccnc1)N1CCN(C2CCN(C)C2=O)CC1 (stereo not given)	-4	/	0
O=C(NC(c1ccccc1)c1cnccn1)C1CCN(Cc2cccc(C(F)(F)F)c2)CC1 (stereo not given)	8	5	-1
O=C(O)c1cccnc1SC1CC(=O)N(c2ccc([N+](=O)[O-])cc2)C1=O (stereo not given)	-9	/	-5
CNc1nc(-c2c(C(=O)OC)c(C)n(C3CC3)c2C)cs1	-5	/	4
CC(c1ccc(F)cc1)N(C)C(=O)/C=C/c1ccc(NS(C)(=O)=O)cc1 (stereo not given)	3	/	-4
O=C(N[C@@H]1CCCCC1NC(=O)C1CCCN(S(=O)(=O)c2ccc([N+](=O)[O-])cc2)C1)c1ccccc1 (stereo not given in full)	-3	-5	18
COc1ccc(-c2cc(C(=O)N3CCC4(CC3)OCCO4)n3nc(-c4ccc(Cl)cc4)cc3n2)cc1	-6	-10	/
CC(C)(CN1CCOCC1)CN1CCC2(CCCN(Cc3ccc(F)cc3)C2)C1 (stereo not given)	1	/	-14
CN1CCN(C(=O)C2=COC3=NC(=O)N(Cc4ccccc4C(F)(F)F)CCN23)CC1	-9	/	0
COc1ccc(OCCSc2nc3ccc(Br)cc3[nH]2)cc1	-2	-8	-4
Cc1cc(NC2CCCCCCC2)nc(-c2ccncc2)n1	-5	/	2
Cc1cc(C)c(-c2csc(NC(=O)CCl)n2)cc1C	-5	-4	-5
CC1=NC2=C(C(=O)CCC2)C(c2cccnc2)C1C#N (stereo not given)	0	-5	12
Cc1cccc(NC(=O)CSc2nc(=O)n3cc(Cl)ccc3n2)c1	-4	/	2
C=CCNc1ccccc1C(=O)NC(CC)CO (stereo not given)	-2	-8	20
O=C(CCc1c[nH]c2ccccc12)N1CCN(Cc2cc(=O)n3ccccc3n2)CC1	-6	/	8
CCOC(=O)c1sc(N)c(C#N)c1COC(=O)C12CC3CC(CC(Br)(C3)C1)C2	3	/	6
COc1cccc(CC2CN(C(=O)CCn3c(C)cccc3=O)CCO2)c1 (stereo not given)	-1	/	8
COc1nc(C(=O)NCCc2ncn[nH]2)cc2ccccc12	-3	-11	-2
COC(=O)c1ccc(NC(=O)CN2C(=O)c3ccccc3C2=O)cc1	-4	-5	-4
CC(C)c1nnc(-c2cc3ccccc3n2CC(=O)N2CCCCCC2)o1	-1	-2	-2
O=C(NCC(F)(F)F)c1cn(-c2ccc(Br)cc2)nn1	-19	/	11
CCCCN(C)S(=O)(=O)NCc1cccc(N2CCCC2=O)c1	-5	/	3
N#Cc1c(N)nc2c(c1-c1ccncc1)CCCCC2	-5	/	2
Cc1ccccc1-c1ncc(CN2CCC(Oc3ncccn3)CC2)s1	-4	-8	-1

Entries of single compounds from above:
Profile of Cc1ccccc1-c1ncc(CN2CCC(Oc3ncccn3)CC2)s1 : hcGAS inh: -4; mcGAS lum: -8; NPYLR7 ag: -1
Profile of COc1ccc(-c2cc(C(=O)N3CCC4(CC3)OCCO4)n3nc(-c4ccc(Cl)cc4)cc3n2)cc1 : hcGAS inh: -6; mcGAS lum: -10; NPYLR7 ag: /
Profile of O=C(N[C@@H]1CCCCC1NC(=O)C1CCCN(S(=O)(=O)c2ccc([N+](=O)[O-])cc2)C1)c1ccccc1 (stereo not given in full) : hcGAS inh: -3; mcGAS lum: -5; NPYLR7 ag: 18

Reformatted with values under each structure: part of the list above
Under each structure – hcGAS inh, mcGAS lum, NPYLR7 ag
Cc1cc(C)c(-c2csc(NC(=O)CCl)n2)cc1C
    -5, -4, -5
C=CCNc1ccccc1C(=O)NC(CC)CO (stereo not given)
    -2, -8, 20
Cc1cc(NC2CCCCCCC2)nc(-c2ccncc2)n1
    -5, /, 2
CC1=NC2=C(C(=O)CCC2)C(c2cccnc2)C1C#N (stereo not given)
    0, -5, 12
CC(C)c1nnc(-c2cc3ccccc3n2CC(=O)N2CCCCCC2)o1
    -1, -2, -2

The list continues.
SMILES	hcGAS inh	mcGAS lum	NPYLR7 ag
COC(=O)CN1CC2(CCN(C(=O)CCc3ccccc3O)CC2)OC1=O	0	/	7
Cn1c(-c2nccn2-c2ccc(Oc3nn[nH]n3)cc2)nc2ccccc21	3	/	-4
O=C(NCC1CC1)[C@@]1(OCc2cccc(Cl)c2)CC(OCc2cccc(OC(F)(F)F)c2)[C@H](O)[C@H](O)C1 (stereo not given in full)	-8	-4	5
O=C(O)[C@H]1C[C@]2(CCCCNC2=O)N(C(=O)c2ccc(F)cc2)[C@H]1c1ccco1	-2	-7	6
CC(C)CCSc1nnc2n1CCN2c1ccccc1	-5	-9	-1
CC(=O)c1ccc(N2C(=O)C3CC=CCC3C2=O)cc1 (stereo not given)	-3	-4	9
O=C(NC(C(=O)N1CCCCC1)C1CCN(C(=O)C2CCCC2)CC1)c1ccc2c(c1)OCO2 (stereo not given)	-5	-7	3
Nc1nc(SCC(=O)NCc2ccc(F)cc2)[nH]c(=O)c1NC(=O)c1ccc(F)cc1	-9	-9	-5
COc1cccc(NC(=O)Nc2nccn(-c3cccc(Cl)c3)c2=O)c1	2	-3	1
CC(Nc1cncc(Cl)n1)c1ccc(N2CCOC2=O)cc1 (stereo not given)	-4	/	-4
CCC1CN(C(=O)c2cc3ncccn3n2)CCC(=O)N1Cc1ccccc1 (stereo not given)	-5	/	2
CCOC(=O)N1CCC(Nc2nncc(-c3ccccc3)n2)CC1	-7&1	-3&-3	1&-9
O=C(c1cc2ccsc2n1Cc1ccccc1F)N1CCN(C/C=C/c2ccccc2)CC1	1	-1	1
CCn1c(C2CCN(C(=O)c3cc4c(s3)CCCC4)CC2)nn(C)c1=O	-4	/	7
Cc1noc(C)c1S(=O)(=O)N1CCN(c2cc(-n3ccnc3)ncn2)CC1	-2	-8	-5
Cc1nonc1C1CCCN1Cc1cn[nH]c1-c1ccc(-c2ccccc2)cc1 (stereo not given)	0	-2	0
CCN(CC)CC(=O)N1CCOC(Cc2ccc(F)cc2)C1 (stereo not given)	-3	-10	/
CCC(C(=O)NCc1nccc(N)n1)c1ccccc1 (stereo not given)	-7	/	6
COCCN(Cc1ccc(OC)c(OS(=O)(=O)c2ccc(F)cc2)c1)C(=O)C12CC3CC(CC(C3)C1)C2	-6	-5	0
CCN(CC)C(=O)[C@@H]1C[C@H](N)CN1C(=O)c1c[nH]n2ccnc12	-6	/	11

A second format for part of the listing above.
Order of values – hcGAS inh, mcGAS lum, NPYLR7 ag
- Cc1ccc(-c2nn(CCc3ccccc3)c(=O)c3nc(C)sc23)cc1
  5, -7, 7
- COc1cc(C=C2N=C(c3ccc4c(c3)OCO4)OC2=O)cc2c1OCCO2
  -4, /, 97*
- CN1CCCn2nc(C(=O)N3CCCC3c3nc(-c4ccccc4)no3)cc2C1 (stereo not given)
  -1, /, 3

The list goes on:
SMILES	hcGAS inh	mcGAS lum	NPYLR7 ag
CNC1(c2ccccc2Cl)CCC/C(=C/c2cccs2)C1=O (stereo not given)	-2	/	-2
COCCCN1C(=O)/C(=C/c2ccc(CNS(=O)(=O)c3ccccc3)o2)C(C(=O)OC)=C1C	-4	-8	1
CSc1sc(SC)c(C=O)c1Br	-6	-7	-2
COCCN(CCOC)C(=O)/C=C/c1cn(S(=O)(=O)c2cccc3ccccc23)c2ccccc12	-4	-2	-6
O=C(CC1SC(=Nc2ccc(OC(F)(F)F)cc2)N(C2CC2)C1=O)NC1CC1 (stereo not given)	-4	-12	7
Cc1ccc(-c2nn(CC(=O)Nc3ccc(Cl)cc3)c(=O)c3nc(C)sc23)cc1	3	-7	1
Cc1cc(C)cc(COc2coc(CN3CCN(S(=O)(=O)c4cc(F)cc(Cl)c4C)CC3)cc2=O)c1	-3	-6	4
CCn1nc(C(=O)N(C)Cc2ccco2)c2c1CCC(NCCSC)C2 (stereo not given)	15	-1	1
CN1C(C)(C)CC(NC(=O)c2csc(NCCc3ccccc3)n2)CC1(C)C	-1	-2	-1
CCc1ncc(CN2CCCC(C(=O)Nc3cccc(-c4cc5ccccc5[nH]4)c3)C2)cn1 (stereo not given)	-6&-9	-10	-1&13
Cc1nn(C)cc1CN(C)C(=O)c1ccccc1C(F)(F)F	-1	/	2
Cc1nc(CNc2cccc3c2CCCC3)no1	-3	/	0
O=C(NCCCCN1C(=O)CSC1=O)c1csc(-c2ccc(Cl)cc2)n1	1	/	1
CCC(C)CN(CC(=O)N1CCc2sccc2C1COc1ccc(Cl)cc1)C(=O)Cc1ccccc1 (stereo not given)	-4	-7	-2
C=C(C)Cn1c(C(=O)N2CCN(C(=O)CCC(=O)OCC)C(C)C2)cc2ccoc21 (stereo not given)	-10	-7	57*
CCOCCCN(CC(=O)N(Cc1ccccc1)Cc1cccn1Cc1ccc(F)cc1)C(=O)COCc1ccccc1	-11	-7	/
CN(C)C(=O)c1cc(-c2cnc(-c3ccccn3)nc2)nc2cc(F)ccc12	-5	/	2
CCOC(=O)C1(Cc2ccc(OC)cc2)CCN(C(=O)CCCn2cncn2)CC1	-10	/	13
CCC(=O)NCCc1csc(C2CCCN(C(=O)C3CCCO3)C2)n1 (stereo not given)	-12	-6	/
Cc1nccn1-c1cc(CNc2ccc(Cl)cc2C#N)ccn1	-1	/	-1
CCOc1cccc(C2C(C(=O)OC)=C(C)N(C)C(C)=C2C(=O)OC)c1	-2	-5	-2
Cc1ccccc1C(=O)N1CCN(c2ccccc2-c2ccccc2)C(=O)C1C (stereo not given)	-1	-4	-3
O=C(CSc1nccn2nc(-c3ccc(Cl)cc3)cc12)NCc1ccc(F)cc1	-3	-8	-1
Cc1cc(C)n(-c2nc3c(c(=O)n2CC(=O)Nc2cccc(C(F)(F)F)c2)CCC3)n1	-5	-8	/
COc1cc(-c2ccnc(N3CCN(S(=O)(=O)c4ccc(C(F)(F)F)cc4Cl)CC3)n2)cc(OC)c1OC	-2	-4	8
O=C(/C=C/c1ccc2c(c1)OCO2)NC12CC3CC(CC(C3)C1)C2	4	4	4
CCCCCCc1ccc(C(=O)N(CC)CC(=O)Nc2cc(-c3ccccc3)nn2-c2ccc(OC)cc2)cc1	-12	-6	23
O=C(c1ccc2c(c1)OCCCO2)N1CCC(Nc2ccc(F)cc2)CC1	-10	/	1
Cc1ccc(C(=O)N2CCCCC2CCn2ccnc2)cc1NC(=O)C1CC1 (stereo not given)	-9	/	5
CCOc1cccc(C=C2SC(=S)N(C)C2=O)c1OC	-1	-8	2

Screens from PubChem BioAssay.
